Mtb UGM inh: M. tuberculosis UGM enzyme inhibitors, primary screen, biochemical, fluorescence polarization, single point | inhibition, % at 10 µM | 320,000 tested, 0.06% active | purified UGM, fluorescence polarization probe displacement | AID 504406, 2011 | UDP-galactopyranose mutase (Mycobacterium tuberculosis (strain ATCC 25618 / H37Rv)), …; in the data active = inhibition above about 10%, passing the limit was not always enough; inconclusive = no clear call, values can overlap the other calls
Target sequence (P9WIQ1 whole entry, looked up): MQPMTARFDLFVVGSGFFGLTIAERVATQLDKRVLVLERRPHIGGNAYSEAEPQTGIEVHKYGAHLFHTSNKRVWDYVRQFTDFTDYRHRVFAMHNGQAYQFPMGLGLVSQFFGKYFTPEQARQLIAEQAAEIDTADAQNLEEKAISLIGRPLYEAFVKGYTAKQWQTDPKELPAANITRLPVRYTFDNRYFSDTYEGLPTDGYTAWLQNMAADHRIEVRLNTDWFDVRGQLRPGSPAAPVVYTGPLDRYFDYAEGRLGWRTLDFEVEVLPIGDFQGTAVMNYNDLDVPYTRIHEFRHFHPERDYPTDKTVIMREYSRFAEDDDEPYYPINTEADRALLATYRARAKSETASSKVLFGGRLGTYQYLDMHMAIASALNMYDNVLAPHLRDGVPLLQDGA
GDH-TPI inh: GDH-TPI coupling enzyme inhibitors, primary screen, artefact control for M. tuberculosis FBA inhibitor project, biochemical, absorbance, full deck. GDH-TPI coupled enzyme counterscreen, NADH absorbance. inhibition, % at 4.8 µM. 360,000 tested, 1.2% active. AID 588335, 2011;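 also: 0% = DMSO wells and 100% = wells lacking the enzyme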
Mtb FBA inh: Mtb FBA enzyme inhibitors, primary screen, biochemical, fluorescence, strain H37Rv | inhibition, % at 1 µM | purified M. tuberculosis FBA, fluorescence read-out | AID 588726, 2011 | Fructose-bisphosphate aldolase (Mycobacterium tuberculosis (strain ATCC 25618 / H37Rv)), … | 360,000 tested, 2.3% active; in the data active = inhibition above about 27%;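 also: 0% = vehicle and 100% = reference inhibitor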
Target sequence (P9WQA3 whole entry, looked up): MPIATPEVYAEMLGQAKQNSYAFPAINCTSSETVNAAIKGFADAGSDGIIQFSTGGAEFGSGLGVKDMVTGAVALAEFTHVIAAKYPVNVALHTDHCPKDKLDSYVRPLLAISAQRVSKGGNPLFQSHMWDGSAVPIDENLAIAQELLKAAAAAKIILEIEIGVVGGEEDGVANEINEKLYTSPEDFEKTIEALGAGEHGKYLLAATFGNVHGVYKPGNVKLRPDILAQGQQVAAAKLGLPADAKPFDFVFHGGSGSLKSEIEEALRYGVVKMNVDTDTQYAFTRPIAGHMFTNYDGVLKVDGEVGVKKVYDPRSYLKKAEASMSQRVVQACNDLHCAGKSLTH
FadD28 FP inh: inhibitors of FadD28 bisubstrate probe binding, primary screen, biochemical, fluorescence polarization, single point. Mycobacterium tuberculosis FadD28 fatty-acid-AMP ligase. inhibition, % at 12.5 µM. 360,000 tested, 0.22% active. AID 588549, 2011; in the data active = inhibition above about 8.5%, passing the limit was not always enough; inconclusive = no clear call, values can overlap the other calls
BoNT F protease: BoNT/F light chain protease inhibitors, primary screen, biochemical, flow cytometry, MLPCN library. Botulinum neurotoxin type F light chain protease (Clostridium botulinum). Multiplex microsphere protease cleavage assay. inhibition, % at 10 µM. 360,000 tested, 0.22% active; in the data active = inhibition above about 35%, passing the limit was not always enough; inconclusive = no clear call, values can overlap the other calls; also: plate controls were buffer without enzyme for full effect and enzyme alone for no effect
BoNT-A LC inh2: BoNT/A light chain protease inhibitors, primary screen, biochemical, flow cytometry, MLPCN library; inhibition, % at 10 µM; 360,000 tested, 0.17% active; AID 588499, 2011; multiplex microsphere protease substrate cleavage; Botulinum neurotoxin type A light chain protease (Clostridium botulinum A str. ATCC 3502); in the data active = inhibition above about 30%; inconclusive = no clear call, values can overlap the other calls; also: plate controls were buffer without enzyme for full effect and enzyme alone for no effect
BioA inh: M. tuberculosis BioA enzyme inhibitors, primary screen, biochemical, plate reader, single point, HTS; 360,000 tested, 0.096% active; inhibition, % at 9.99 µM; 7,8-diaminopelargonic acid synthase BioA (Mycobacterium tuberculosis); AID 602481, 2012; purified M. tuberculosis BioA enzyme; in the data active = inhibition above about 40%; inconclusive = no clear call, values can overlap the other calls
PrPC TRFRET: inhibitors of human cell surface prion protein PrPC, primary screen, cell-based, TR-FRET. 370,000 tested, 0.43% active. Major prion protein (Homo sapiens), P04156. inhibition, % at 13.8 µM. TR-FRET read-out; in the data active = inhibition above about 24%; also: 0% = median of the test wells and 100% = reference compound wells
CCHFV vOTU inh: CCHFV vOTU protease inhibitors, primary screen, biochemical, Pep-AMC substrate, fluorescence | inhibition, % at 11.5 µM | 370,000 tested, 0.55% active | AID 651958, 2012; also: 0% = vehicle wells with enzyme and 100% = no enzyme wells
The depositor's hits bear a star; ? = inconclusive; / = not tested or not shown. Rule as the data show it, unless noted: active = inhibition above about 30%; inactive = the rest.

structure | Mtb UGM inh | GDH-TPI inh | Mtb FBA inh | FadD28 FP inh | BoNT F protease | BoNT-A LC inh2 | BioA inh | PrPC TRFRET | CCHFV vOTU inh
COc1cccc(-c2noc(C3CCCN(C(=O)CC(C)(C)C)C3)n2)c1 (configuration not stated) | -0.5 | -0.6 | 0.1 | -3.4 | -0.6 | 0.1 | / | 2.2 | -3.7
Cc1csc(NC(=O)CSc2nc(=O)[nH]c3c2CCCC3)n1 | 3.4 | 2.2 | 2.0 | -3.6 | 2.2 | -0.1 | -1.1 | -6.3 | 2.5
Cc1nn(CC2CC2)c(=O)n1-c1ccccc1 | 0.1 | -3.1 | 2.1 | -3.5 | 1.1 | 0.1 | -1.3 | 0.0 | -4.0
O=C(COc1ccccc1)N1CCN(CC2CC=CCC2)CC1 (configuration not stated) | -2.2 | -3.5 | -8.4 | -2.6 | 5.6 | 1.4 | 5.2 | 1.9 | -4.0
C/C(CC(=O)Nc1ccc(Cl)cc1Cl)=N\NC(=O)C(=O)NCCO | 0.2 | 3.0 | -7.3 | -4.5 | -6.0 | -0.1 | -2.1 | -4.4 | -3.0
Nc1ncnc2c1ncn2[C@@H]1O[C@H](C(=O)NS(=O)(=O)c2cccs2)[C@@H](O)[C@H]1O | / | / | 1.7 | -0.6 | -13.4 | -1.4 | -0.5 | 8.3 | -6.8
Cc1nn(C(=O)c2cccnc2)c(C)c1C | 1.2 | -13.3 | 0.8 | -4.3 | -0.5 | 0.2 | -0.3 | 6.2 | -6.4
C=CCNc1oc(-c2ccc(Cl)cc2)nc1C#N | / | 13.2 | 3.6 | -1.9 | 0.7 | 0.2 | 0.6 | 1.1 | -3.7
O=C(O)c1ccc2c(c1)OCCOCCOCCOCCOCCO2 | 2.6 | -5.0 | -0.8 | 0.5 | 0.2 | -0.2 | -1.6 | 2.2 | 2.7
CCc1cccc(CC)c1C(O)c1cccnc1 (configuration not stated) | 1.7 | -1.5 | 8.9 | -0.2 | 6.1 | 0.0 | -0.3 | 10.1 | 2.0
CCOC(=O)C1=C(C)Nc2ccccc2N=C1NC(=O)Cc1ccc(OC)cc1 | -0.8 | 6.7 | -0.6 | -0.9 | -5.8 | -0.8 | -0.2 | -3.4 | 0.7
O=C(CC12CC3CC(C1)CC(CC(=O)N1CCCC1)(C3)C2)N1CCCC1 | 3.0 | -6.1 | -0.5 | -1.6 | 1.6 | -0.7 | 0.0 | 2.0 | -1.4
Cc1c(Nc2cc(N3CCCC(C)C3)c3nonc3c2[N+](=O)[O-])c(=O)n(-c2ccccc2)n1C (configuration not stated) | -1.2 | 8.8 | -7.3 | -0.8 | 3.8 | 1.0 | 0.9 | 2.6 | -5.2
CCN(CC(=O)Nc1ccc(NC(C)=O)cc1)C(=O)c1cccc2ccccc12 | -1.4 | 1.3 | 1.1 | -1.8 | -6.6 | -0.1 | -0.4 | -4.4 | -3.7
O=C(Nc1ccc(Cl)cc1)NC1CCS(=O)(=O)C1 (configuration not stated) | 0.6 | 9.8 | 0.8 | 0.0 | 5.5 | 1.9 | 0.9 | 0.6 | 9.2
COc1ccc(C(=O)Nc2cccc(/C(C)=N/NC(=O)c3ccc([N+](=O)[O-])cc3)c2)cc1OC | -0.2 | 8.2 | 4.3 | -1.1 | -7.3 | -0.7 | -0.8 | -11.1 | 9.3
O=C(CSC1CC(=O)N(CCc2ccccc2)C1=O)Nc1ccc(Br)cc1 (configuration not stated) | 2.7 | 2.9 | 1.4 | -4.8 | 1.3 | 0.7 | -1.0 | 24.2 | 13.6
Nc1c(C(=O)Nc2ccccc2)c2nc3ccccc3nc2n1-c1ccc(O)cc1 | 0.9 | 29.6 | -0.5 | -1.5 | 2.2 | 2.0 | -1.6 | 2.1 | 4.1
COc1ccccc1Cn1c(C)c(C(=O)NCCC#N)sc1=O | / | 4.3 | -0.9 | -2.5 | 5.1 | 0.1 | 0.7 | -8.0 | -1.2
O=C1CCCc2c1[nH]c1ccc(Cl)cc21 | 1.6 | 0.6 | 6.3 | -1.3 | 15.8 | -0.4 | 0.6 | 2.8 | 6.2
CC(Oc1cccc2c1OC(C)(C)C2)C(=O)O (configuration not stated) | 1.6 | -1.9 | 3.4 | -1.3 | -0.1 | -0.4 | -0.1 | 7.7 | -2.4
CCOC(=O)N1CCC(NC(=O)c2cc3c(-c4ccc(OC)c(OC)c4)nn(C)c3s2)CC1 | -0.4 | 7.8 | 5.8 | -1.4 | 4.9 | 1.0 | -1.4 | 8.4 | 7.5
C[C@H]1CN([C@@H](C)CO)C(=O)Cc2cc(NC(=O)Cc3ccccc3)ccc2O[C@H]1CN(C)S(=O)(=O)c1cccs1 | -1.6 | 11.7 | 4.1 | -38.7 | -3.2 | -0.4 | -0.6 | 2.7 | -0.4
CC(OC(=O)c1cc2sccc2n1C)C(=O)NCc1ccco1 (configuration not stated) | -0.3 | 13.9 | 2.0 | -0.4 | -3.9 | -0.7 | / | 4.7 | 1.3
Cc1ccc(/C=C2\SC(=S)N(CCCC(=O)NC3CCCC3)C2=O)cc1 | 2.8 | 4.7 | 3.2 | -0.5 | 0.4 | -1.5 | -0.1 | -3.8 | 23.3
Cc1nn(Cc2ccccc2)c(Cl)c1C(=O)NCCc1ccc(Cl)cc1 | / | 1.5 | 0.4 | -1.3 | -1.3 | 0.1 | / | 0.4 | 5.5
COc1ccc(S(=O)(=O)N2CCC(C(=O)NCCC3=CCCCC3)CC2)cc1OC | -2.2 | 3.2 | 1.0 | -1.7 | -0.9 | 1.2 | -0.5 | 5.0 | -16.6
O=C(NNC(=O)c1cc2cc(Br)ccc2oc1=O)c1ccc(O)cc1O | 2.2 | 17.1 | -4.2 | -1.5 | -1.5 | -1.2 | / | 2.5 | -3.6
COc1cccc(N2CCN(C(=O)CCc3nnc4ccc(N5CCOCC5)nn34)CC2)c1 | 0.4 | 10.3 | -0.3 | 1.6 | 1.6 | 1.3 | -0.4 | -5.9 | 7.3
CCCOc1ccc(Cl)cc1Nc1nc(NCCO)nc(N2CCCC2)n1 | -1.2 | 1.8 | 4.4 | -0.2 | 0.4 | -0.1 | -0.1 | 5.2 | 0.7
Cc1cc(NC(=O)CSCC(=O)Nc2ccccc2N2CCCCC2)no1 | / | -5.2 | 4.2 | -1.7 | ? | -0.5 | 0.8 | -1.7 | -4.7
CCc1ccc(Oc2cc(C)nc(N)n2)cc1 | 1.1 | -0.5 | 0.2 | -4.3 | 10.5 | -0.6 | 0.7 | 0.4 | -7.2
C[C@H]1COc2cc(N3CCSCC3)ccc2S(=O)(=O)N1 | / | / | / | / | 6.0 | 1.1 | / | 7.9 | -1.4
O=c1c(=O)n(CCO)n(CCO)c(=O)n1CCO | / | 3.5 | -0.5 | -0.9 | -0.9 | 0.3 | -1.9 | -0.5 | -9.8
O=C(Cc1c(O)c2ccccc2[nH]c1=O)NCc1ccc(F)cc1 | -0.4 | -3.0 | 15.2 | -0.2 | -8.0 | 0.8 | -5.3 | 3.6 | 12.8
O=C1CCC([N+](=O)[O-])C(c2ccc(-c3ccccc3)cc2)N1 (configuration not stated) | 1.3 | -1.1 | 1.9 | 0.5 | 0.7 | -0.7 | / | -0.6 | -8.2
N#CC1=C(Nc2ccccc2Cl)SC2(CCCC2)NC1=O | / | / | -2.9 | -0.8 | -10.3 | -0.5 | / | / | /
Cc1ccc(C)c(C(=O)COC(=O)c2cccc(N3C(=O)c4c(C)nc5ccccc5c4C3=O)c2)c1 | 4.2 | 9.6 | 0.5 | 1.3 | -28.7 | -1.7 | / | 2.1 | -2.4
O=Cc1ccc(-c2ccc([N+](=O)[O-])cc2Cl)o1 | / | 22.0 | -1.7 | -3.5 | 6.2 | 9.9 | / | -25.7 | 3.8
CC(=O)c1ccc(N2C(=O)CC(N3CCN(S(=O)(=O)c4cc(C)ccc4C)CC3)C2=O)cc1 (configuration not stated) | -0.1 | -5.0 | -3.6 | -5.2 | -2.2 | 0.2 | / | 0.2 | -4.0
COCc1c(C(=O)OCC(=O)N2c3ccccc3NC(=O)C2(C)C)oc2ccccc12 | / | 4.8 | -4.2 | -5.0 | 0.4 | 1.2 | 0.9 | -1.2 | 2.8
COC(=O)CSc1nc2ccc(NC(C)=O)cc2s1 | 0.1 | 10.4 | -10.4 | -1.2 | 3.0 | 0.2 | -1.3 | 1.5 | 18.6
Cc1ccn2cc(CNS(=O)(=O)c3ccc4ccccc4c3)nc2c1 | 1.6 | 1.0 | -0.6 | 1.0 | -5.7 | -3.0 | 0.3 | -4.3 | 11.5
NS(=O)(=O)c1ccc2nc(NC(=O)C3CCCO3)sc2c1 (configuration not stated) | 6.1 | 7.2 | -2.7 | -1.2 | 5.7 | 0.3 | / | 2.3 | -2.2
Cc1ccc(-n2cnn(-c3ccc([N+](=O)[O-])cc3[N+](=O)[O-])c2=O)cc1 | -1.5 | -4.0 | 4.9 | 1.1 | 6.2 | 0.4 | -2.6 | -8.6 | -12.1
O=C(NC1CC2CCCC(C1)N2C(=O)NC1CCCCC1)c1ccc(F)cc1 (configuration not stated) | 2.2 | 5.9 | -2.5 | -0.6 | -6.4 | -0.2 | 1.0 | 0.9 | 5.8
Cc1ccc(-c2nnc(SC(C)C#N)n2N)cc1 (configuration not stated) | -2.7 | -10.1 | 0.6 | -2.1 | 8.9 | -0.9 | -0.1 | 0.3 | 13.2
Cc1oc(-c2ccc(Cl)cc2)nc1CN1CCCC(C(=O)NCc2cccnc2)C1 (configuration not stated) | 2.6 | -5.3 | -0.8 | -2.4 | -1.3 | -1.5 | 0.4 | 0.3 | -3.3
Cc1cc(NC(=O)Cn2nc(C(=O)O)c3ccccc3c2=O)ccc1Br | 5.1 | -4.2 | -1.9 | -3.6 | 3.8 | -1.6 | -2.5 | -4.5 | 4.2
O=C(CSc1nc(-c2cccs2)cc(C(F)(F)F)n1)Nc1cc(OCC(F)(F)F)cc([N+](=O)[O-])c1 | -3.5 | 10.6 | -4.5 | -2.4 | -6.3 | -1.2 | / | 4.1 | 7.1
O=C(CSC1=NS(=O)(=O)c2cc(F)ccc2N1)Nc1ccccc1F | / | 2.1 | 2.7 | -0.3 | 0.7 | -0.3 | / | 8.9 | 24.6
O=C(c1ncc[nH]1)c1ccccc1C(=O)N1CCOCC1 | -4.8 | 13.5 | 1.5 | -2.3 | 8.4 | 1.0 | -1.5 | 6.6 | 2.5
CC1(C)Cc2ccccc2-c2n[nH]c(=S)n21 | 0.2 | 8.3 | 9.4 | -1.2 | -3.8 | 0.4 | 1.6 | 9.2 | -1.1

Reprinted at random: 3 entries already listed.
structure | Mtb UGM inh | GDH-TPI inh | Mtb FBA inh | FadD28 FP inh | BoNT F protease | BoNT-A LC inh2 | BioA inh | PrPC TRFRET | CCHFV vOTU inh
O=C(CSc1nc(-c2cccs2)cc(C(F)(F)F)n1)Nc1cc(OCC(F)(F)F)cc([N+](=O)[O-])c1 | -3.5 | 10.6 | -4.5 | -2.4 | -6.3 | -1.2 | / | 4.1 | 7.1
Cc1cc(NC(=O)Cn2nc(C(=O)O)c3ccccc3c2=O)ccc1Br | 5.1 | -4.2 | -1.9 | -3.6 | 3.8 | -1.6 | -2.5 | -4.5 | 4.2
O=C(c1ncc[nH]1)c1ccccc1C(=O)N1CCOCC1 | -4.8 | 13.5 | 1.5 | -2.3 | 8.4 | 1.0 | -1.5 | 6.6 | 2.5
